Integrin act MD – qHTS for Activators of Integrin-Mediated Alleviation for Muscular Dystrophy. alpha7betagal myoblasts, beta-gal FDG fluorescence, 48 h. hit rate 0.064% among 350,000. Potency, µM (titrated, usually from 38.3 µM), for inactives: at the top dose activation, hits mostly activators;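 further: potency means the concentration at half of the fitted maximal effect; 100% = response of the positive control SU9516; nearly all actives have a fitted effect of over 60% in size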
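alpha7betagal+/- myoblasts (passage 13, 250/well) treated 48 h at 37C with compounds at 1:260 dilution of DMSO stock. Lysed, then beta-galactosidase activity read as FDG fluorescence (ex 480/em 540) after 30 min, with pre-read for autofluorescence.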
MLL CXXC-DNA inh – qHTS Fluorescence Polarization Assay for Inhibitors of MLL CXXC domain - DNA interaction; Histone-lysine N-methyltransferase 2A (Homo sapiens), Q03164; MLL-CXXC / FITC-HOXA9 DNA fluorescence polarization; Potency, µM (top dose mostly 115 µM), inactives show at the top dose activity change, negative = inhibition, actives largely listed as inhibitors; hit rate 0.037% among 290,000; active means well fitted inhibition curve with a large enough effect in the polarisation, with a control signal flat, not every such curve was filed as active; inconclusive means small, poorly fitted or top-dose-only effect, or effect the other way, or a change in a side signal; inactive means no such curve, though single readings can be large or run the other way; the % refers to the polarisation; further: potency means the concentration at half of the fitted maximal effect
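Steps: dispense CXXC domain solution (7 uM) → pin compounds or unlabeled HOX-A9 DNA control → 5 min ambient → add FLSN-HOX-A9 solution (50 nM) → spin → 30 min ambient → fluorescence polarization. Tris pH 7.5/NaCl/DTT/BSA buffer.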
A-T KAP1 phos – qHTS Assay for Identifying a Potential Treatment of Ataxia-Telangiectasia. […] A-T fibroblasts, KAP-1 phosphorylation AlphaLISA; neocarzinostatin DNA damage 30 min before lysis. Potency, µM (doses to about 57.5 µM), inactives show top-dose activation, usual class: activators. hit rate 0.19% among 320,000; further: potency means the concentration at half of the fitted maximal effect; % of control where 0% means no effect; nearly all actives have a fitted effect of over 45% in size
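ATM-like activity read as KAP-1 phosphorylation via AlphaLISA donor/acceptor antibody pairs after lysis and 6 hr at 25C. Cells were ATM-null patient fibroblasts ([…], hTERT), dosed 60 min, then exposed to the DSB inducer NCS for 30 min.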
TCR activator – Activators of T cell receptors: qHTS campaign; primary human leukocytes, anti-CD3, IL-2 HTRF, 48 h; Potency, µM (highest dose often 9.22 µM), without a hit: top-dose activation of IL-2 secretion, most hits filed as activators; 330,000 tested, under 10 active; AID 504894, 2011; further: % of control where 0% means no effect
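Readout: HTRF IL-2, Eu-cryptate/d2 antibody pair, 320nm excitation, 665nm emission. Stimulus: a-CD3 beads, no co-stimulation. Cells: primary human leukocytes. Exposure: 48 hr with compound.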
p53 reactivator – qHTS assay for re-activators of p53 using a Luc reporter | Potency, µM (doses to about 92.2 µM), inactives show at the highest dose activity change, positive = activation, actives largely listed as activators | hit rate 0.063% among 320,000 | AID 504706, 2011 | H1299 p53-A138V BP100-luciferase reporter, luminescence, 24 h; further: potency means the concentration at half of the fitted maximal effect; % of control where 0% means no effect; nearly all actives have a fitted effect of over 45% in size
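p53-null H1299 cells stably carrying temperature-sensitive p53-A138V and a BP100-luciferase reporter were pinned with compounds (4-point, 1:5 series) and held 24 hrs at 37 deg C. Luminescence was read 10 min after detection reagent.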
PTAP TSG101 blk – qHTS Assay for Iinhibitors of HIV-1 Budding by Blocking the Interaction of PTAP/TSG101; Tumor susceptibility gene 101 protein (Homo sapiens), Q99816; Fluorescence polarization, FITC-PTAP peptide / Tsg101 binding; Potency, µM (titrated, usually from 115 µM), inactives show at the top dose activity change, negative = inhibition, hits mostly inhibitors; 340,000 tested, under 10 active; active means well fitted inhibition curve with a large enough effect in the main read-out, with a control signal flat, not every such curve was filed as active; inconclusive means small, poorly fitted or top-dose-only effect, or effect the other way, or a change in a side signal; inactive means no such curve, though single readings can be large or run the other way; further: potency means the concentration at half of the fitted maximal effect; % of control where 0% means no effect
Target sequence (Q99816 whole entry, looked up): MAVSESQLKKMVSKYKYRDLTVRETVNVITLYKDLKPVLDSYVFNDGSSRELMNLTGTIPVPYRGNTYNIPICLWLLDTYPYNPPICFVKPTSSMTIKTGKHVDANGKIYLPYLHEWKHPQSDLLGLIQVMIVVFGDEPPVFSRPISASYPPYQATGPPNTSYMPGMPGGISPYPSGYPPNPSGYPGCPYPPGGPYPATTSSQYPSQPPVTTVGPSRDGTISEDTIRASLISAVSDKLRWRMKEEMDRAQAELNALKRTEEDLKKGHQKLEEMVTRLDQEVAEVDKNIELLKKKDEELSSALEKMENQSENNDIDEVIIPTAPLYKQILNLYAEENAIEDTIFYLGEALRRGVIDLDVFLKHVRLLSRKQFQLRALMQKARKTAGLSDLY
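Fluorescence polarization binding of Tsg101 binding domain (10 uM final) to FITC-labeled PTAP peptide (50 nM final) in HEPES pH 7.5 buffer with NaCl, Tween 20, EDTA, TCEP. Compounds added before peptide; binding 20 min at RT.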
ELG1 repair inh – qHTS screen for small molecules that inhibit ELG1-dependent DNA repair in human embryonic kidney (HEK293T) cells expressing luciferase-tagged ELG1; HEK293T ELG1-luciferase reporter, luminescence, 16 h; DNA damage induced by 5-fluorouridine; Potency, µM (titrated, usually from 46.1 µM), inactives show top-dose activity change, negative = inhibition, hits mostly inhibitors; hit rate 2.3% among 330,000; AID 504467, 2011; further: potency means the concentration at half of the fitted maximal effect; on the % scale 0 is the no-effect control and ±100 the full control effect; nearly all actives have a fitted effect of over 55% in size
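Step one: seed 2,000 cells per well. Step two: pin-transfer compound or DMSO alongside 5-fluorouridine. Step three: incubate 16 hr, 37 °C, 5% CO2. Step four: add ONE-Glo, wait 30 min, read luminescence.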
TRPV1 ag – HTS Assay for Compounds that Act as Agonists of the Vanilloid Receptor 1; Transient receptor potential cation channel subfamily V member 1 (Homo sapiens), Q8NER1; TRPV1-expressing cells, Fluo-8 calcium influx, agonist mode; activation, % at 8.33 µM; hit rate 0.19% among 320,000; AID 540275, 2011; in the data active means activation above about 80%; inconclusive means between about 30% and that limit; further: 0% is about no effect
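TRPV1-expressing cells were cultured overnight at 35.5C and loaded with Fluo-8 calcium dye for 40 to 90 min at room temperature. After a 10 s baseline, compound was added and calcium influx was read kinetically for 3 min (ex 480/em 520 nm).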
B2AR arrestin – qHTS assay of beta-arrestin-biased ligands of beta2-adrenergic receptor | Beta-2 adrenergic receptor (Homo sapiens), P07550 | hit rate 0.02% among 330,000 | beta-arrestin recruitment to beta2AR, cell-based reporter | Potency, µM (top dose mostly 46.1 µM), for the others: top-dose activation, most hits filed as activators;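 further: potency means the concentration at half of the fitted maximal effect; 0% = DMSO controls and full agonism = EC100 isoproterenol or metaproterenol; nearly all actives have a fitted effect of over 65% in size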
Target sequence (P07550 whole entry, looked up): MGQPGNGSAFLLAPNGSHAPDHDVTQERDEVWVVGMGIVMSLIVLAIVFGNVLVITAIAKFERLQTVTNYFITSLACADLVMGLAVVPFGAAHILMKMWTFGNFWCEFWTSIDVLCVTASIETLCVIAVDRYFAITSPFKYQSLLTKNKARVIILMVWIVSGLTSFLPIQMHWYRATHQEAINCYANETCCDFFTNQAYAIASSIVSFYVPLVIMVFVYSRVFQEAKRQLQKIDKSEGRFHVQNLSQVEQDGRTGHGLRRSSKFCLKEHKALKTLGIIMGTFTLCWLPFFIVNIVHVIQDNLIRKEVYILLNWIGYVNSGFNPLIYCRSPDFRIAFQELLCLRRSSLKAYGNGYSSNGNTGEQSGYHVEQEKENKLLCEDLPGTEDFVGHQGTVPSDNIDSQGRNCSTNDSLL
BRCA1 expr act – qHTS Assay to Identify Small Molecule Activators of BRCA1 Expression; AID 624202, 2012; MCF7-BRCA1-FFLuc reporter, luminescence, 48 h; response scale: scaled: vehicle 0%, 10 µM genistein 100%; Potency, µM (doses to about 46.1 µM), inactives show at the top dose activation, hits mostly activators; hit rate 1.1% among 380,000; further: potency means the concentration at half of the fitted maximal effect; nearly all actives have a fitted effect of over 80% in size; some results filed as inactive show a strong effect at the top dose
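Quantitative HTS in MCF7 cells stably reporting BRCA1 expression via firefly luciferase. Compound treatment lasts 48 h at 37 °C in phenol-red free MEM. Activation is expressed relative to genistein at 10 microM and DMSO.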
An asterisk follows results filed as active; ? = inconclusive; nt = no result given; [ ] = remark or other dose. Unless noted, the call rests on the fitted dose curve; in most records, active means well fitted curve in the direction sought with a large enough effect; inconclusive means small, poorly fitted or top-dose-only effect, or another doubt; inactive means no such curve, though single readings can be large; an effect the other way counts as inactive or inconclusive.

SMILES | Integrin act MD | MLL CXXC-DNA inh | A-T KAP1 phos | TCR activator | p53 reactivator | PTAP TSG101 blk | ELG1 repair inh | TRPV1 ag | B2AR arrestin | BRCA1 expr act
Cc1ccc(C2=CC(=O)C[C@H](c3ccc4c(c3)OCO4)C2)cc1 | 0% | nt | 2% | 8% | -2% | 0% | ? | ? | -0.5% | 0%
COC(=O)c1ccccc1NC(=S)NC(=O)c1ccc(C)cc1 | 4% | 118%[activator] | -6% | -2%[46.1 µM] | 15% | -3% | 2% | 23 | -1.9% | -3%
CC(=O)Nc1ccc2ccccc2c1[N+](=O)[O-] | 23% | nt | nt | -2% | nt | -1% | nt | nt | nt | 13%
CCNC(=O)NCCNC(=O)c1cc(OCC(F)(F)F)ccc1OCC(F)(F)F | -8% | -4% | -6% | nt | 3% | 0% | 0% | -8 | -0.5% | -17%
C/C(O)=c1/ccc2cccc3nc(C)nc1c23 | -33% | -3% | 25% | -3% | -11% | ? | -11% | 3 | -0.9% | 34%
O=C(N/N=C/c1ccccc1C(=O)O)c1cc(-c2ccc3c4c(cccc24)CC3)n[nH]1 | -2% | -3% | 3% | -1% | 8% | -2% | ? | -4 | 0.3% | 37%
COc1ccc(C2CC(c3ccc(OC)cc3O)=NN2C(=O)c2ccccc2)cc1 (centres undefined) | -31% | -5% | -5% | 5% | -3% | -4% | -29% | -2 | 0.8% | -26%
Cc1ccc(-n2c(SCC(=O)N3CCCCC3)nc(O)cc2=O)cc1 | 12% | 10% | -1% | 0% | 4% | -1% | -1% | 2 | -0.6% | -20%
CCOc1ccc(NS(=O)(=O)c2cc(OCC(N)=O)c(C)cc2Cl)cc1 | 29% | 4% | nt | 2%[46.1 µM] | 3% | 0% | 2% | 7 | -0.8% | 6%
CCOc1ccc(CN2CCN(CC3=Cc4cccc(OC)c4OC3)CC2CCO)cc1 (centres undefined) | -2% | -3% | -5% | 0% | 0% | -7% | ? | 6 | 0.0% | 0%
COc1ccc(N2CCN(C3CCCN(C(=O)c4ccoc4)C3)CC2)cc1 (centres undefined) | -6% | 4% | 14% | 2% | -5% | -5% | 2% | -3 | -0.5% | -17%
O=C(NC(=S)NCc1ccco1)c1ccccc1[N+](=O)[O-] | ? | nt | nt | 4% | nt | -3% | nt | nt | nt | 2%
CC1CCN(C(=O)CC(NC(N)=O)c2ccccc2Cl)CC1 (centres undefined) | 12% | -2% | -12% | -4% | -1% | 0% | -2% | 1 | 0.1% | -10%
COC(=O)C1=C(C)N(c2ccccc2)/C(=C/c2ccco2)C1=O | 5% | 36%[activator] | -4% | 0% | -8% | ? | ? | ? | -0.3% | -13%
CCOCC(=O)Nc1ccc(S(=O)(=O)NCC2CCCO2)cc1 (centres undefined) | -24% | -8% | 4% | -19% | 11% | -1% | -18% | 2 | 2.8% | -3%
COc1ccc(-c2nn(-c3ccccc3)cc2C(=O)N2CCN(C(=O)c3ccco3)CC2)cc1 | 6% | nt | 1% | 4% | -12% | -8% | ? | nt | 0.0% | -28%
CCc1ccc(S(=O)(=O)/N=C2\C=C(Nc3ccc(O)cc3)C(=O)c3ccccc32)cc1 | -2% | 10% | -3% | 4% | -17% | 0% | 3.3µM* | ? | 0.6% | -41%
Cc1ccccc1Nc1c(-c2cccnc2)nc2cccc(C)n12 | -15% | 10% | -6% | 10% | 0% | -2% | ? | 4 | 0.4% | -2%
Cc1cc(C(=O)NNc2ccc(Cl)cc2)no1 | -7% | -4% | 1% | -1% | -2% | -3% | ? | 11 | -0.3% | 9%
O=C(COC(=O)c1cccc(-n2cnnn2)c1)Nc1c(Cl)cccc1C(F)(F)F | 15% | -4% | 2% | 1% | 19% | 0% | 15% | -3 | 0.2% | 9%
COc1ccc(S(=O)(=O)N2CCC(C(=O)N3CCOCC3)CC2)cc1OC | 6% | 2% | 10% | -4% | -6% | -7% | 2% | 0 | 0.2% | 0%
CCNC(=O)/C(C#N)=C/c1c(N2CCOCC2)nc2ccccn2c1=O | -2% | -1% | 1% | 11%[46.1 µM] | 1% | -2% | -1% | 2 | 0.4% | -5%
Cc1ccc(NC(=O)c2sc3nc(C)nc(N4CCN(c5ccccn5)CC4)c3c2C)c(C)c1 | 2% | 9% | 4% | -3% | 3% | -1% | ? | 9 | 0.1% | -50%
Cc1cccc(NC(=O)c2ccc(OCc3c(C)noc3C)cc2)c1C | -11% | nt | 1% | -5% | -6% | -1% | -25% | nt | -0.1% | -83%[inhibitor]
Cc1ccc(NC(=O)c2cc(C(=O)c3cc(Cl)ccc3O)cn(-c3ccc(C)cc3)c2=O)cc1 | -45% | 2% | -3% | 13%[46.1 µM] | 14% | 4% | 26µM* | 18 | 0.0% | -79%
Remaining list, next part.
SMILES | Integrin act MD | MLL CXXC-DNA inh | A-T KAP1 phos | TCR activator | p53 reactivator | PTAP TSG101 blk | ELG1 repair inh | TRPV1 ag | B2AR arrestin | BRCA1 expr act
CCn1nc(C)c(Br)c1-c1nc(CS(=O)(=O)c2ccc(F)cc2)no1 | 17% | -3% | -3% | -5% | 1% | -2% | -17% | nt | -0.7% | -6%
CCOC(=O)c1c(NC(=O)CSc2ncn[nH]2)sc(C(=O)N(C)C)c1C | -4% | nt | 0% | 5% | -9% | 0% | 16% | -5 | -0.4% | -10%
O=C(N/N=C/c1cccnc1)c1[nH]ncc1Br | ? | -20% | 0% | 5% | 0% | 0% | ? | 0 | -0.3% | 26%
COc1ccccc1NC(=O)N1CCN(C)CC1 | 21% | 8% | -1%[11.5 µM] | 3% | 3% | -2% | ? | 1 | 0.3% | 0%
COc1ccc(-n2nc(C(=O)NCC(=O)NC(C)C)c3ccccc3c2=O)cc1OC | 3% | -1% | 0% | -3% | -11% | 4% | 3% | 1 | -0.2% | 0%
COC(=O)c1cccnc1SCc1ccccc1 | 0% | -1% | 12% | 4%[46.1 µM] | -4% | -3% | 13% | 8 | 3.8% | -27%
COc1ccc(CNC(=O)C2CCN(S(=O)(=O)c3cccc4nonc34)CC2)cc1 | 0% | -5% | -2% | 1% | 5% | -7% | 1% | 9 | -0.3% | 0%
Cn1nc(C(F)(F)F)cc1C(=O)O | 4% | 5% | -3% | 1% | -1% | -2% | -7% | 1 | -0.9% | -12%
O=S(=O)(NCc1cccnc1)c1ccc(Br)c2ccccc12 | 1% | -7% | -1% | -6% | 9% | 0% | -17% | 0 | 0.0% | -4%
C=CCn1c(C)cc(C(=O)CSc2nnc(Cc3ccccc3)o2)c1C | -32%[inhibitor] | -4% | 0% | nt | 18% | -7% | 28% | ? | 0.3% | 55%
O=C1CC(NNc2nc3ccccc3s2)C(=O)N1c1ccccc1 (centres undefined) | 3% | -12% | 22% | -3% | 6% | -6% | 21% | -2 | 3.0% | 5%
CC1CC(C)CN(C(=S)Nc2ccc(OC(F)F)cc2)C1 (centres undefined) | 6% | 3% | 3% | -2%[46.1 µM] | -1% | -2% | 10% | 18 | 0.0% | -30%
COc1ccc(C(C)=O)cc1COc1ccc(Cl)c(C)c1 | 7% | 1% | 8% | 1% | -1% | 1% | -6% | 12 | -2.1% | -34%

Profiles, quoted from the list. Values in the order: Integrin act MD | MLL CXXC-DNA inh | A-T KAP1 phos | TCR activator | p53 reactivator | PTAP TSG101 blk | ELG1 repair inh | TRPV1 ag | B2AR arrestin | BRCA1 expr act
COC(=O)c1cccnc1SCc1ccccc1 across the screens: 0% | -1% | 12% | 4%[46.1 µM] | -4% | -3% | 13% | 8 | 3.8% | -27%
O=C1CC(NNc2nc3ccccc3s2)C(=O)N1c1ccccc1 (centres undefined) across the screens: 3% | -12% | 22% | -3% | 6% | -6% | 21% | -2 | 3.0% | 5%
CCn1nc(C)c(Br)c1-c1nc(CS(=O)(=O)c2ccc(F)cc2)no1 across the screens: 17% | -3% | -3% | -5% | 1% | -2% | -17% | nt | -0.7% | -6%
O=S(=O)(NCc1cccnc1)c1ccc(Br)c2ccccc12 across the screens: 1% | -7% | -1% | -6% | 9% | 0% | -17% | 0 | 0.0% | -4%
CC1CC(C)CN(C(=S)Nc2ccc(OC(F)F)cc2)C1 (centres undefined) across the screens: 6% | 3% | 3% | -2%[46.1 µM] | -1% | -2% | 10% | 18 | 0.0% | -30%
